Screening results from PubChem.
S3 lipid droplet – qHTS Assay for Lipid Storage Modulators in Drosophila S3 Cells; AID 2685; Potency in µM for hits, for the others lipid storage change, negative = inhibition, % at the top dose, mostly 46.1 µM; Drosophila S3 cells, BODIPY lipid droplet fluorescence, 18-24 h; cells fed with added oleic acid; 320,000 tested, 0.64% active; active means well fitted inhibition curve with a large enough effect in the signal ratio, with a control signal flat, not every such curve was filed as active; inconclusive means small, poorly fitted or top-dose-only effect, or effect the other way, or a change in a side signal; the % refers to the signal ratio
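Laser-scanning cytometry quantifies lipid droplet accumulation (500–530 nm total intensity; droplet/cell object ratio) in oleic acid-fed (400 uM added) Drosophila S3 cells treated with a concentration series. 20 uM Triacsin C defined 100% inhibition.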
S3 lipid droplet cell count max – also measured in S3 lipid droplet; calls as there; cell number change, %; measured here: cell count max response;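 cells counted by Cell Tracker Red CMTPX staining in the red channel; peak over a dose series mostly up to 46.1 µM; percent activity relative to internal control wells on each plate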
* hit, by the source's call; i = inactive; ? = inconclusive; / = no result given; [ ] = another dose, or the depositor's remark. On the % scale 0 is the no-effect control and ±100 the full control effect; potency means the concentration at half of the fitted maximal effect. An excerpt. The share of hits here may be higher or lower than overall.

SMILES	S3 lipid droplet	S3 lipid droplet cell count max
Cc1ccc(-c2csc(NC(=O)Cn3[nH]c(=O)c4ccccc4c3=O)n2)cc1	1%	-26
Cc1ccc(CN(C)C(=O)c2cc(COc3ccc(F)cc3Cl)on2)o1	23%	-3
COc1ccc(NC(=S)N/C(=N/S(=O)(=O)c2ccc(C)cc2)c2ccccc2)cc1	i	/
O=C(Cc1ccccc1)Nc1nnc(-c2cccs2)s1	?	/
Cc1ccc(C(=O)N/N=C2\SCC(=O)N2c2cc(C)ccc2C)cc1	?	/
COc1ccc(C(=O)NCCCOC(=O)c2ccc(OC)cc2)cc1	?	/
COCCn1c(N)c(N(Cc2ccccc2)C(=O)CN2C(=O)NC(C)(c3ccccc3)C2=O)c(=O)[nH]c1=O (stereo not given)	13%	-22
CC1CCC2(CC1)Nc1ccccc1C(=O)N2c1ccccc1 (stereo not given)	?	/
N#Cc1cn(-c2ccccc2)nc1C(=O)c1ccccc1	?	/
O=C(N/N=C/c1ccc[nH]1)c1ccccc1[N+](=O)[O-]	10%	-1
N/C(=N\OC(=O)c1ccc(Cl)c([N+](=O)[O-])c1)c1ccccc1	?	/
CSc1nnc(-c2ccccc2N=Cc2c(C)[nH]n(-c3ccccc3)c2=O)c(=O)[nH]1	-13%	-7
COc1ccc(NC2CCCN(C(=O)c3ccc(CSC)o3)C2)cc1OC (stereo not given)	?	/
Cc1ccc(F)cc1NC(=O)Cc1nn(C)c(=O)c2ccccc12	-12%	-15
O=C(COC(=O)c1ccc2c(c1)OCCO2)Nc1cc(Cl)ccc1Cl	i	/
CC(C)[C@H](NC(=O)N1CCn2c1nc1ccccc12)C(=O)NCc1ccc(F)cc1	i	-6
O=C(CCCOc1ccccc1)N1CCN(S(=O)(=O)c2cccs2)CC1	?	/
CCc1c(C)nc(SCC(=O)Nc2nc(-c3ccc(OC)cc3)cs2)[nH]c1=O	-23%	3
CN(C)S(=O)(=O)c1ccc(Oc2ccccc2)cc1	?	/
CCOC(=O)Cc1cc(=O)n2[nH]c(-c3ccccc3)cc2n1	0%	-12
O=C1c2cccc(OCc3ccc(F)cc3)c2CCN1Cc1ccc(F)cc1	?	/
CCOc1ccccc1NC(=S)N1C2CCC1CC(NC(=O)NC13CC4CC(CC(C4)C1)C3)C2 (stereo not given)	-2%	/
Cc1ccc(C(=O)C2=C(O)C(=O)N(Cc3ccco3)C2c2ccc(N(C)C)cc2)o1 (stereo not given)	?	/
O=C(NC(=S)N1CCN(c2ccc(Cl)cc2[N+](=O)[O-])CC1)c1cccs1	-29%	0
CCN(C(=O)c1cccc(S(=O)(=O)N(C)C)c1)C12CC3CC(CC(C3)C1)C2	24%	2
Cc1cccc(NC(=O)Nc2cccc(C)n2)n1	18%	-12
CC1(C)Cc2nc3oc4c(=S)nc[nH]c4c3cc2CO1	?	/
COc1ccccc1-n1cc([C@@H]2C[C@H]3CN(c4ccccc4)C(=O)[C@]34CCCN24)cn1	?	/
COc1ccc(C(=O)C2CCCN(C(=O)C3CCOCC3)C2)c(C)c1 (stereo not given)	-9%	-13
c1cncc(N=c2scc(-c3cccc4ccccc34)n2CCCn2ccnc2)c1	?	/
Cc1ccc(S(=O)(=O)N2CCC3(CC2)OCCO3)cc1	?	/
Cc1cccc(CN2CCc3c(OCC(=O)NCc4ccco4)cccc3C2=O)c1	16%	15
CCN(CC)c1nc(-c2ccccc2)nc2c1sc(=S)n2CC	-3%	-2
O=C(Nn1cnc2ccccc2c1=O)c1ccccc1[N+](=O)[O-]	-1%	-6
CCN1CCN(C(=O)c2cc3c(=O)oc4ccc(C)cc4c3s2)CC1	?	/
COCCCN(CCCN)Cc1ccco1	3%	-6

Exported with values ahead of the structure: entries from further up
S3 lipid droplet,S3 lipid droplet cell count max,compound
?,/,O=C(CCCOc1ccccc1)N1CCN(S(=O)(=O)c2cccs2)CC1
-23%,3,CCc1c(C)nc(SCC(=O)Nc2nc(-c3ccc(OC)cc3)cs2)[nH]c1=O
?,/,CN(C)S(=O)(=O)c1ccc(Oc2ccccc2)cc1
0%,-12,CCOC(=O)Cc1cc(=O)n2[nH]c(-c3ccccc3)cc2n1
?,/,O=C1c2cccc(OCc3ccc(F)cc3)c2CCN1Cc1ccc(F)cc1
-2%,/,CCOc1ccccc1NC(=S)N1C2CCC1CC(NC(=O)NC13CC4CC(CC(C4)C1)C3)C2 (stereo not given)
?,/,Cc1ccc(C(=O)C2=C(O)C(=O)N(Cc3ccco3)C2c2ccc(N(C)C)cc2)o1 (stereo not given)
-29%,0,O=C(NC(=S)N1CCN(c2ccc(Cl)cc2[N+](=O)[O-])CC1)c1cccs1
24%,2,CCN(C(=O)c1cccc(S(=O)(=O)N(C)C)c1)C12CC3CC(CC(C3)C1)C2
18%,-12,Cc1cccc(NC(=O)Nc2cccc(C)n2)n1
?,/,CC1(C)Cc2nc3oc4c(=S)nc[nH]c4c3cc2CO1
?,/,COc1ccccc1-n1cc([C@@H]2C[C@H]3CN(c4ccccc4)C(=O)[C@]34CCCN24)cn1
-9%,-13,COc1ccc(C(=O)C2CCCN(C(=O)C3CCOCC3)C2)c(C)c1 (stereo not given)
?,/,c1cncc(N=c2scc(-c3cccc4ccccc34)n2CCCn2ccnc2)c1
?,/,Cc1ccc(S(=O)(=O)N2CCC3(CC2)OCCO3)cc1
16%,15,Cc1cccc(CN2CCc3c(OCC(=O)NCc4ccco4)cccc3C2=O)c1
-3%,-2,CCN(CC)c1nc(-c2ccccc2)nc2c1sc(=S)n2CC
-1%,-6,O=C(Nn1cnc2ccccc2c1=O)c1ccccc1[N+](=O)[O-]
?,/,CCN1CCN(C(=O)c2cc3c(=O)oc4ccc(C)cc4c3s2)CC1
3%,-6,COCCCN(CCCN)Cc1ccco1

The list continues:
SMILES	S3 lipid droplet	S3 lipid droplet cell count max
O=C(CCS(=O)(=O)c1ccccc1)Nc1ccc(S(=O)(=O)Nc2ncccn2)cc1	?	/
CC(C)(C)c1cc(C2=CSC3=NCCN23)cc(C(C)(C)C)c1O	-13%	-26
Cc1ccc(C(C(=O)NCC2CCCO2)N(C(=O)c2snc(C(N)=O)c2N)c2ccccc2)o1 (stereo not given)	i	-20
Cc1ccc(NC(=O)CCc2c[nH]c3ccccc23)nc1	?	/
O=S(=O)(O)c1cc(O)c2c(O)c(N=Nc3cc(Cl)ccc3O)c(S(=O)(=O)O)cc2c1	?	/
O=C(Oc1ccc2ccc(=O)oc2c1)c1ccc([N+](=O)[O-])cc1	?	/
O=C1CCc2cc(S(=O)(=O)NCc3ccc(Cl)cc3)cc3c2N1CC3	22%	/
CC1CC(C)(C)Nc2ccc(N=O)cc21 (stereo not given)	?	/
COc1ccc(CCn2c(-c3cc([N+](=O)[O-])cc([N+](=O)[O-])c3)nc3nc4ccccc4nc32)cc1OC	0%	1
O=C(NC(=O)c1ccccc1)Nc1ccccc1O	4%	2
Oc1[nH]c2ccccc2c1/C=N/c1nccs1	-27%	-9
COc1ccc(Cl)c2sc(N3CCN(C(C)=O)CC3)nc12	i	/
N#Cc1ccccc1	?	/
CC(=O)Nc1ccc(CN2CCN(C3CCCC3)C(CCO)C2)cc1 (stereo not given)	-6%	3
Cc1ccnc(NS(=O)(=O)c2ccc(NC(=O)C(C)(C)C)cc2)n1	7%	4
Clc1cc(Br)ccc1OCCn1ccnc1	?	/
CC1SCC(NC(=O)c2ccccc2Cl)CS1 (stereo not given)	1%	9
Cc1ccc(C)c(OCC(=O)NNC(=O)c2ccc(NC(=O)C3CC3)cc2)c1	?	/
COc1ccc(C(=O)NCc2nnc(SCC(=O)Nc3cccc(C(F)(F)F)c3)o2)cc1OC	-17%	1
COc1ccc(S(=O)(=O)NCCC(=O)N2CCCN(C)CC2)cc1	?	/
O=c1oc(-c2ccccc2NS(=O)(=O)c2ccc3ccccc3c2)nc2ccccc12	?	/
O=C(NC(=S)NNC(=O)c1cccs1)c1ccccc1	-24%	3
CN1CCN(C(c2ccc(F)cc2)c2nnnn2Cc2cccs2)CC1 (stereo not given)	-30%	-36
Cc1onc(-c2ccccc2)c1C(=O)Nc1ncc([N+](=O)[O-])s1	?	/
CCN(CC)CCCNc1nc(N)c([N+](=O)[O-])c(N2CCCCCC2)n1	5%	12
CC(C)N(O)C(=O)NC(C)(C)C	?	/
CCOc1cc(/C=C2\NC(=S)N(c3c(C)n(C)n(-c4ccccc4)c3=O)C2=O)ccc1O	?	/
CC1CCN(CCNC(=O)C2CCCN(S(=O)(=O)c3cccc4nonc34)C2)CC1 (stereo not given)	?	/
COc1ccc(C(=O)N2CCCC(C(=O)O)C2)c2ccccc12 (stereo not given)	i	10
CCn1c(-c2ccccc2Cl)nn(CC(=O)Nc2ccccc2C)c1=S	?	/
COC(=O)Cc1ccc(NC(=O)c2ccc(NC(=O)c3ccco3)cc2)cc1	4%	14
c1ccc(C(c2ccccc2)N2CCN(C(c3ccccn3)c3nnnn3C3CCCC3)CC2)cc1 (stereo not given)	-11%	5
O=c1oc2ccccc2cc1-c1csc(Cc2nc(-c3ccc(Cl)cc3)cs2)n1	11%	10
CCn1c(CNC(=O)COc2ccc(C(C)C)cc2)nnc1SCC(=O)Nc1cc(F)ccc1C	-16%	-6
Cc1[nH]c2ccccc2c1/C=N/Nc1nc(N2CCCCC2)nc(N2CCCCC2)n1	?	/
CCOc1ccc(NC(=O)C(c2ccccn2)N(C(=O)CCl)c2ccc(F)cc2)cc1 (stereo not given)	13%	7
O=C(C1CCCN(S(=O)(=O)c2cnc[nH]2)C1)N(CCc1ccccc1)Cc1ccccc1 (stereo not given)	8%	7
O=C(CCCC(=O)OCC(F)(F)C(F)F)Nc1nccs1	?	/
COc1cc(NS(=O)(=O)c2ccc(Cl)cc2)c(C(=O)O)cc1OC	-4%	-3
COc1ccc(CCC(=O)Nc2ccc(OC)c(S(=O)(=O)N3CCCCC3)c2)cc1OC	-9%	-7
COCC1CCCCN1C(=O)c1ccc2oc(CCCc3ccccc3)nc2c1 (stereo not given)	i	-10
Cc1ccc(S(=O)(=O)C2(C(=O)NC3CCCCC3C)CC2)cc1 (stereo not given)	-7%	-11
Cc1cc(SCc2cc(=O)[nH]c3ccccc23)nc2ccccc12	-6%	-22
N#Cc1c(-c2ccco2)cc(-c2ccccc2)[nH]c1=O	16%	/
CC(C)CC(NC(=O)OC(C)(C)C)C(=O)NC(C(=O)N1CCCC1C(N)=O)C(C)C (stereo not given)	?	/
CCOC(=O)c1ccc(NC(=O)COc2cc(=O)n(CC)c3ccccc23)cc1	?	/
O=C1C2CC=C(Cl)CC2C(=O)N1CN(Cc1ccco1)CN1C(=O)C2CC=C(Cl)CC2C1=O (stereo not given)	?	/
Cc1cc(C)n(CCc2nc3c4ccccc4n(CC#N)c(=O)n3n2)n1	?	/
O=c1[nH]cccc1-c1nc2ccccc2n1Cc1ccc(Cl)cc1	?	/
Cc1ccc(C(=O)O)cc1NC(=S)NC(=O)c1ccc(-c2ccc(Cl)cc2)o1	?	/
CC(C)c1ccc(NC2CCCN(C(=O)CCN3CCCC3=O)C2)cc1 (stereo not given)	18%	8
Cc1cccc(C2C3=C(CCCC3=O)N=C3c4ccccc4C(=O)C32)c1 (stereo not given)	?	/
C=CCNC(=S)NNC(=O)c1cc(-c2cccnc2)nc2ccccc12	?	/
O=C(CN1CCC(O)(c2ccc(F)cc2)CC1)NCc1ccc(F)cc1	i	22
Cc1cc2c(cc1C)N(CC(=O)N1CCCC1)C(=O)CC(c1ccccc1)=N2	?	/
CCCCNc1c(-c2cccc(-c3cc(C(C)=O)cs3)c2)nc2ccc(C)cn12	-10%	17
CN1CCN(CC(=O)O)CC1	?	/
C=CCNC(=O)c1ccccc1NC(=O)COc1ccccc1	?	/
COc1ccc(-c2cc(=O)oc3cc(OCC(C)=O)ccc23)cc1	?	/
CN(C)CCN(C(=O)c1ccc(S(=O)(=O)N(C)C)cc1)c1nc2cc3c(cc2s1)OCCO3	?	/
Other results:
SMILES	S3 lipid droplet	S3 lipid droplet cell count max
COC(=O)C1=C(N)N(c2ccccc2F)C2=C(C(=O)CC(C)(C)C2)C1c1ccc(OC)c(OC)c1 (stereo not given)	i	-5
O=C(c1ccncc1)N1N=C(c2ccc(Br)cc2)CC1c1ccccc1O (stereo not given)	i	2
c1coc(-c2nc3nc4ccccc4n3nc2-c2ccco2)c1	12%	-7
CCN1C(=O)c2cccc3c(Cl)ccc(c23)C1=O	18%	-13
Cc1ccc(-c2cc(C(=O)Nc3cc(C)ccc3O)no2)cc1	?	/
CC(=O)Nc1nc(NC(=O)C(Cl)(Cl)Cl)n(-c2ccccc2)n1	-13%	13
Cc1ccc(/C=C2/NC(=O)[C@H](C)NC2=O)cc1	-10%	-13
COc1ccccc1N(Cc1cc2ccc(C)cc2[nH]c1=O)C(C)=O	6%	-15
S=c1[nH]nc(-c2cccs2)n1/N=C/c1c(Cl)cccc1Cl	-14%	-27
O=C(Nc1ccc(N2CCN(C(=O)c3cccs3)CC2)cc1)c1ccccc1Cl	?	/
CCO[C@H]1OC(C(=O)NCc2nc3ccccc3[nH]2)=C[C@@H](C2CC2)[C@@H]1CCCO	?	/
CN1CCN(/C(=N\S(=O)(=O)c2ccc(F)cc2)c2ccccc2)CC1	?	/
N#Cc1cccnc1Nc1ccc(Cl)cc1	5%	1
COc1ccc(NC(=O)Cn2nnc(C(=O)NCCc3ccc(OC)c(OC)c3)c2N)cc1	-7%	-17
O=C(O)CC(SCC(=O)Nc1ccc(Br)cc1)C(=O)O (stereo not given)	-11%[9.22 µM]	-6
CCCN(CCO)Cc1ccc(F)c(Br)c1	-4%	-20
Cc1cc(Cl)c(S(=O)(=O)NC(C)C)cc1OCC(N)=O	25%	/
